Screens: PubChem BioAssay, Broad Institute
RAD54 inh – inhibitors of human RAD54 branch migration, primary screen, biochemical, fluorescence, single point; AID 602329, 2012; inhibition, % at 10.4 µM; hit rate 0.14% among 360,000; RAD54 Holliday junction branch migration, FAM/BHQ fluorescence;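 active = mean normalized replicate activity at least 40 and at least half of replicates scoring 40 or more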;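 also: 0% = median of neutral control wells and 100% = median of positive control wells; inhibitors cause a drop in the FAM fluorescence signal; in these data hits start at about 50%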
PGC1a acetyl inh – inhibitors of PGC1a acetylation signal, primary screen, cell-based, U2OS, AlphaScreen, inhibitor mode; hit rate 0.17% among 350,000; inhibition, % at 15.6 µM; AlphaScreen anti-acetyl-lysine; with virally co-expressed GCN5 acetyltransferase; AID 651687, 2012;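 active = every replicate shows inhibition of at least 40%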;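 also: 0% = neutral control wells and 100% = positive control wells; some results beyond the cut were filed as inactive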
miR122 inh – miR-122 Renilla sensor signal increase in Huh7, primary screen, miR-122 inhibitor project, cell-based, single point, plate reader; Huh7 miR-122 Renilla luciferase sensor, 48 h; neutral wells = 0, positive control = 100; AID 602342, 2012; activation (reporter increase), % at 12.5 µM; hit rate 0.3% among 340,000;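 active = mean replicate activation score at least 90 and every replicate individually at or above 90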;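 also: higher luciferase means less miR-122 activity so hits act as miR-122 inhibitors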
PglD DTNB – C. jejuni PglD acetyltransferase inhibitors, primary screen, biochemical, DTNB colorimetric, single point; inhibition, % at 12.5 µM; AID 602405, 2012; purified PglD enzyme, DTNB colorimetric CoA detection; UDP-N-acetylbacillosamine N-acetyltransferase PglD (Campylobacter jejuni); hit rate 0.098% among 360,000; in the data active = inhibition above about 16%, passing the limit was not always enough; also: strong numbers were not always called active
RAD52 anneal inh – RAD52 DNA annealing inhibitors, primary screen, biochemical, FRET, single point, set 2. recombinant RAD52 DNA annealing, FRET fluorescence. inhibition, % at 18.7 µM. hit rate 0.46% among 360,000. AID 651710, 2012;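 active = every replicate showing at least 50% inhibition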
Target sequence (P43351 whole entry, looked up): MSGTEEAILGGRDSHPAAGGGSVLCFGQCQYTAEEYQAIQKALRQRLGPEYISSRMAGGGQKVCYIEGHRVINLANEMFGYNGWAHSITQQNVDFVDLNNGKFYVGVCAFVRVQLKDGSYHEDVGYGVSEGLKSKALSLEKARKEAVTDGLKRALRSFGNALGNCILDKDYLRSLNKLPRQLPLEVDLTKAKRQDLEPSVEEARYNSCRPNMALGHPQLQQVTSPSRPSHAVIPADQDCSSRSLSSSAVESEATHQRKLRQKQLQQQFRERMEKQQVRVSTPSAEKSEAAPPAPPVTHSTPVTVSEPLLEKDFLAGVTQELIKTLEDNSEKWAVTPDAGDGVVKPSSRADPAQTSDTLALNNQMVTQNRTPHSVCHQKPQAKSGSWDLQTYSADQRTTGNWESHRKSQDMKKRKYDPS
Cneo AK release – Cryptococcus neoformans cell lysis inducers, primary screen, AK release luminescence, single concentration; C. neoformans lysis, adenylate kinase release luminescence, 4 h; normalised: neutral wells 0, clomiphene wells 100; lysis activity, % at 15 µM; hit rate 0.2% among 360,000; AID 651654, 2012;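 active = mean lysis activity across replicates of at least 80%, whatever share of replicates individually reach that level; inactive = mean lysis activity below 80%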
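Assay system: log-phase C. neoformans yeast / Quantity: yeast cell density of 5 × 10^6 cells/mL / Medium: fresh YPD growth medium / Compound: single dose / Timing: static 4 h at 37 °C with compound, 1 h detection / Measured by: adenylate kinase release luminescence / Read-out: lysis from increased AK signal / Benchmarks: Clomiphene as positive lysis control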
ERAP1 inh – human ERAP1 aminopeptidase inhibitors, primary screen, biochemical, single point, plate reader | hit rate 0.15% among 340,000 | AID 652197, 2013 | recombinant ERAP1, Leu-AMC fluorescence, 60 min | inhibition, % at 10.7 µM | Endoplasmic reticulum aminopeptidase 1 (Homo sapiens), Q9NZ08;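 active = mean replicate inhibition of at least 30%, or all replicates individually reaching that 30% level; inactive = mean below 30% and not every replicate reaching it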;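 also: 0% = neutral control wells and 100% = L-leucinethiol positive control wells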
E-sel inducer – E-selectin induction in HUVECs, primary screen, imaging, HUVEC, immunofluorescence imaging, single point | activation, % at 7.58 µM | AID 686992, 2013 | P16581 | hit rate 0.37% among 260,000 | normalized: neutral wells 0, TNF-alpha wells 100;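 active = mean E-selectin-positive cell signal at least 10% of the positive control, reached in at least 60% of replicates, without over 20% cell loss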;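 also: in these data hits start at about 27%; measured in HUVEC primary endothelial cells; signal is the percent of cells scored E-selectin positive by PE staining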
Target sequence (P16581 whole entry, looked up): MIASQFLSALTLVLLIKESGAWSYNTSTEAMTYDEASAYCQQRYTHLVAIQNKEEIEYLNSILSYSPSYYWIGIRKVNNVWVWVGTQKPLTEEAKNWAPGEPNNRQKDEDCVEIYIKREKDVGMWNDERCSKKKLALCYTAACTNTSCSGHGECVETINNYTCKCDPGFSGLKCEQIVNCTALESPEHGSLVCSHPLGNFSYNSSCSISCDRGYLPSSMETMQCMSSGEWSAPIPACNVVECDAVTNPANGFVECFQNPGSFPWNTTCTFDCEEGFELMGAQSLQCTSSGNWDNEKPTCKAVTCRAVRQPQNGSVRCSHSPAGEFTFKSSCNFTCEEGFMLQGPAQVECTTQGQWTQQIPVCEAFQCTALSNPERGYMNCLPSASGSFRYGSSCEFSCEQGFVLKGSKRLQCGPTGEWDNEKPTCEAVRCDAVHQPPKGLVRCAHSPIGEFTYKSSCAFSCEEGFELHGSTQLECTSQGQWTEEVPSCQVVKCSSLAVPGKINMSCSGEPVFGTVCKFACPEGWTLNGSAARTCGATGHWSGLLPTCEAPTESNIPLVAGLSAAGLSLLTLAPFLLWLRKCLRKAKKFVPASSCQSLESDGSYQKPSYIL
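Test system – human umbilical vein endothelial cells (HUVEC), E-selectin induction · Input – 3,000 HUVEC seeded per well · Buffer or medium – EGM-2, gelatin · Compound dosing – single-point compound dose · Detection – immunofluorescence imaging · Measure – percent E-selectin-positive cells · Controls – TNF-alpha high, DMSO low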
Starred values were filed as active, the others as inactive; nt = not tested or not shown; [ ] = dose if it differs, or a comment.

item | canonical_smiles | miR122 inh | E-sel inducer | PGC1a acetyl inh | Cneo AK release | PglD DTNB | ERAP1 inh | RAD54 inh | RAD52 anneal inh
1 | CC1(C(=O)NS(=O)(=O)c2ccc(C#N)cc2)CCN1C(=O)c1ccc(C2CCCCC2)cc1 (stereo not given) | -2 | -0.2 | 11 | 6 | -5 | 20 | 3 | -9
2 | Cc1noc(C)c1COc1ccc(C(=O)N2CCN(c3ccccc3O)CC2)cc1 | 7 | -0.4 | -8 | 0 | 10 | -1 | -4 | -17
3 | O=C(O)c1cc(-c2ccc3ccccc3n2)nc2ccccc12 | 2 | -0.2 | 2 | -5 | 8 | -14 | -4 | -7
4 | CCn1c(SCc2ccc(Cl)cc2)nnc1-c1ccccc1 | -3 | 3.0 | 2 | -3 | 1 | nt | -11 | nt
5 | CCCNC(=O)N1C[C@@H](O)COC[C@H]2O[C@@H](CC(=O)N3CCN(C)CC3)CC[C@@H]21 | -7[16.7 µM] | 0.3 | 8 | -2 | 0 | -3 | 0 | -8
6 | C[C@@H]1CN([C@@H](C)CO)C(=O)c2cc(C#CC3(O)CCCC3)cnc2O[C@@H]1CN(C)S(C)(=O)=O | -8[16.7 µM] | -1.0 | 3 | -2 | 2 | -3 | 0 | -4
7 | O=C(COC(=O)/C=C/c1cccc(Br)c1)NC1CCCC1 | 3 | nt | -9 | 5 | -3 | -1 | 2 | 5
8 | Cc1nn(Cc2ccccc2)c(C)c1C(=O)NCCN1C(=O)S/C(=C\c2ccc(F)cc2)C1=O | 1 | nt | nt | 1 | 3 | 1 | -4 | -6
9 | C[C@@H]1CN([C@H](C)CO)C(=O)Cc2cc(NC(=O)C3CC3)ccc2O[C@@H]1CN(C)C(=O)Nc1ccc2c(c1)OCO2 | -7[16.7 µM] | 0.1 | -8 | 0 | -1 | 0 | 4 | -1
10 | CO[C@@H]1CN(C)C(=O)c2ccc(NC(=O)NC(C)C)cc2OC[C@H](C)N(CCC(F)(F)F)C[C@@H]1C | -2[16.7 µM] | -0.1 | -3 | -1 | -2 | -2 | 6 | 7

Compound profiles (already shown). Screens in order: miR122 inh, E-sel inducer, PGC1a acetyl inh, Cneo AK release, PglD DTNB, ERAP1 inh, RAD54 inh, RAD52 anneal inh
O=C(COC(=O)/C=C/c1cccc(Br)c1)NC1CCCC1 is listed with 3, nt, -9, 5, -3, -1, 2, 5
CCCNC(=O)N1C[C@@H](O)COC[C@H]2O[C@@H](CC(=O)N3CCN(C)CC3)CC[C@@H]21 is listed with -7[16.7 µM], 0.3, 8, -2, 0, -3, 0, -8

Another view of two compounds above.
[8] Cc1nn(Cc2ccccc2)c(C)c1C(=O)NCCN1C(=O)S/C(=C\c2ccc(F)cc2)C1=O
  miR122 inh: 1; E-sel inducer: nt; PGC1a acetyl inh: nt; Cneo AK release: 1; PglD DTNB: 3; ERAP1 inh: 1; RAD54 inh: -4; RAD52 anneal inh: -6
[9] C[C@@H]1CN([C@H](C)CO)C(=O)Cc2cc(NC(=O)C3CC3)ccc2O[C@@H]1CN(C)C(=O)Nc1ccc2c(c1)OCO2
  miR122 inh: -7[16.7 µM]; E-sel inducer: 0.1; PGC1a acetyl inh: -8; Cneo AK release: 0; PglD DTNB: -1; ERAP1 inh: 0; RAD54 inh: 4; RAD52 anneal inh: -1

Next section.
item | canonical_smiles | miR122 inh | E-sel inducer | PGC1a acetyl inh | Cneo AK release | PglD DTNB | ERAP1 inh | RAD54 inh | RAD52 anneal inh
11 | Cc1ccc(S(=O)(=O)N(C)C[C@H]2OCCCC[C@H](C)Oc3ccc(NC(=O)NC4CCCCC4)cc3C(=O)N([C@@H](C)CO)C[C@H]2C)cc1 | -8[16.7 µM] | 0.2 | -3 | -1 | -4 | -1 | -10 | 1
12 | Cc1cc(NC(=O)COc2nnc(-c3ccccc3)c3ccccc23)no1 | -2 | nt | 0 | 1 | -3 | nt | -2 | nt
13 | C[C@@H]1CCCCO[C@@H](CN(C)C(=O)c2ccncc2)[C@H](C)CN([C@@H](C)CO)C(=O)c2cc(NS(=O)(=O)c3cccs3)ccc2O1 | 6[16.7 µM] | -0.3 | 5 | 5 | -5 | 4 | -5 | -9
14 | COc1cc(=O)[nH]c(SC(C)C(=O)Nc2ccc3ccccc3c2)n1 (stereo not given) | -1 | nt | -1 | -1 | 0 | 1 | -2 | 1
15 | O=C(O)c1ccc(N(c2ccccc2)c2ccccc2)cc1 | -3 | nt | 6 | 5 | 1 | nt | 8 | nt
16 | COc1ccc(C(CNC(=O)C2CC2)N(C)C)cc1 (stereo not given) | nt | nt | nt | -3 | nt | -4 | 4 | -7
17 | COc1cc2c(cc1OC)C(C)N(C(C)=O)CC2 (stereo not given) | -3 | nt | -7 | -1 | -1 | nt | -7 | nt
18 | CCSc1nc(O)cc(=O)[nH]1 | nt | 0.0 | nt | 1 | 1 | 2 | -3 | -7
19 | C[C@@]12CC(=O)NC1N(C(=O)c1ccccc1)C(c1ccccc1OC(=O)c1ccccc1)C2 (stereo not given in full) | 1 | nt | -7 | 2 | -2 | nt | -6 | nt
20 | COc1ccc(CN2CCNC(=O)C2CC(=O)NCCCn2cccn2)cc1C (stereo not given) | nt | 0.2 | nt | 32 | 7 | -3 | -1 | -9
21 | COc1ccc(Cl)cc1N1C(=O)CN(Cc2cc(OC)c(OC)c(OC)c2)C1=S | 1 | 0.0 | 22 | -3 | 5 | -4 | 3 | -13
22 | CN1CCN(C(=O)C[C@H]2CC[C@H]3[C@@H](COC[C@@H](O)CN3S(=O)(=O)c3cccc(Cl)c3)O2)CC1 | 2[16.7 µM] | -0.1 | 1 | 0 | 0 | -2 | -3 | -6
23 | CC(C)Nc1nc2n(c(=O)n1)CCN2C(C)C | 0 | nt | -5 | 6 | 3 | nt | -16 | nt
24 | CCCNC(=O)N1C[C@@H](C)[C@@H](OC)CN(C)C(=O)c2ccc(NC(=O)CC)cc2OC[C@H]1C | nt | 0.1 | 3 | -3 | 3 | -5 | -11 | 15
25 | CCOC(=O)CCNC(=O)N1CCCC(C(=O)c2cc(C)c(OC)c(C)c2)C1 (stereo not given) | nt | 0.1 | nt | -1 | 4 | 1 | -7 | -1
26 | CC(C)Oc1ccc(OCCCN2CCCCCC2)cc1 | 10 | nt | 5 | 0 | -4 | nt | -2 | nt
27 | CCOC(=O)N1CCN(C(=O)CN(c2cccc(C(F)(F)F)c2)S(=O)(=O)c2ccccc2)CC1 | 3 | nt | nt | -10 | 2 | nt | 2 | nt
28 | Cc1ccc(NC(=O)COc2coc(CN3CCc4ccccc4C3)cc2=O)cc1Cl | 2 | 0.3 | 7 | nt | nt | 1 | nt | -10
29 | Cc1cc(C)cc(NC(=S)N2C3CCCC2CC(NC(=O)C2CC2)C3)c1 (stereo not given) | -4 | nt | nt | 2 | -3 | -2 | -10 | -7
30 | CCN1[C@@H]2c3ccc(-c4ccc(OC)cc4)c(=O)n3C[C@@H]2[C@@H](CO)[C@@H]1C(=O)NCCN1CCCCC1 | nt | -0.1 | nt | 0 | 3 | 3 | 1 | -6
31 | O=C(C1CC1)N1CCN(C(c2ccccc2)c2ccccc2)CC1 | -1 | nt | -1 | -4 | 2 | nt | 4 | nt
32 | CCOC(=O)c1c(C)c(C(=O)NCc2ccco2)c(C)n1Cc1ccccc1 | nt | nt | 4 | -1 | -4 | 3 | -5 | -25
33 | CCc1ccc(C(=O)COC(=O)CNC(=O)Cc2ccccc2)cc1 | -2 | nt | nt | -3 | -1 | 1 | -1 | -15
34 | C[C@H](CO)N1C[C@H](C)[C@@H](CN(C)S(=O)(=O)c2ccc(Cl)cc2)Oc2c(NC(=O)Nc3ccccc3)cccc2C1=O | -10[16.7 µM] | -0.1 | -1 | -4 | 2 | -4 | -20 | 6
35 | CCC(C(=O)NCCc1c[nH]c2ccc(C)cc12)c1ccccc1 (stereo not given) | 9 | -0.2 | -8 | 9 | 2 | 2 | -4 | -13
36 | Cc1noc(C)c1S(=O)(=O)N(C)C[C@@H]1OCCCC[C@@H](C)Oc2ccc(NC(=O)C3CCCCC3)cc2C(=O)N([C@@H](C)CO)C[C@H]1C | -4[16.7 µM] | 0.1 | -17 | -1 | 1 | -1 | -3 | -12
37 | C[C@H](CO)N1C[C@H](C)[C@@H](CN(C)C)Oc2ccc(NC(=O)Cc3ccccc3)cc2CC1=O | -9[16.7 µM] | nt | 1 | -1 | -11 | -1 | 3 | 9
38 | Cc1ccc(COCCN2CCN(S(=O)(=O)c3ccccc3)CCC2=O)cc1 | -1 | -0.1 | nt | 4 | 8 | -5 | -3 | -8
39 | O=C(C[C@H]1CC[C@@H]2[C@H](COC[C@H](O)CN2Cc2cccc(Cl)c2)O1)N1CCCCC1 | -8[16.7 µM] | 0.0 | -3 | -1 | 1 | 0 | -2 | -6
40 | COc1cc(CN2CCCCCC2)cc(OC)c1OC | nt | nt | nt | 4 | -4 | -2 | -4 | -13
41 | O=S(=O)(NCC(c1cccnc1)N1CCc2ccccc2C1)c1ccccc1 (stereo not given) | -4 | nt | -1 | 2 | -5 | 3 | 11 | -27
42 | Cc1noc(C)c1NC(=O)N(C)C[C@H]1Oc2ccc(NC(=O)Nc3ccccc3)cc2CC(=O)N([C@@H](C)CO)C[C@H]1C | 7[16.7 µM] | -0.2 | -7 | -4 | -1 | 0 | 0 | 1
43 | O=C(NCc1ccccc1)C(c1ccncc1)N(C(=O)c1csnn1)c1cccc(F)c1 (stereo not given) | -1 | nt | -6 | -1 | -2 | 3 | -4 | -11
44 | Nc1nc(N)nc(-c2ccccc2O)n1 | 6 | nt | 6 | 3 | 4 | nt | 7 | nt
45 | Cc1ccc(-n2nnnc2SCC(=O)NCC2CCCO2)cc1C (stereo not given) | nt | nt | nt | 0 | -5 | -1 | 1 | -9
46 | CCN1C(=O)[C@H]2[C@@H](c3ccc(Cl)cc3)N3C(=O)CN(CCOC)C(=O)[C@@]3(C)[C@H]2C1=O | 4 | 0.2 | 13 | 2 | -5 | 3 | -12 | -7
47 | Cc1cccc(/C=N/NC(=O)Cc2cccs2)c1 | -3 | 9.6 | 5 | 0 | -1 | 1 | 14 | 2
48 | C[C@@H]1CCCCO[C@@H](CN(C)C(=O)Nc2cccc3ccccc23)[C@H](C)CN([C@@H](C)CO)C(=O)c2cc(NS(C)(=O)=O)ccc2O1 | 10[16.7 µM] | 0.2 | 8 | -2 | -2 | -3 | 2 | -1
49 | COc1ccc(N(CC(=O)NN=C2CCN(C)CC2)S(=O)(=O)c2ccc(NC(C)=O)cc2)cc1 | nt | nt | nt | -2 | -2 | 1 | 14 | -12
50 | CC(C)OC(=O)CN1CCN(S(=O)(=O)c2cc(Cl)ccc2Cl)CC1 | 6 | nt | 3 | 0 | -15 | nt | -7 | nt
51 | O=C1CCc2ccc(OCCCCN3CCN(c4cccc(Cl)c4Cl)CC3)cc2N1 | -4 | -0.1 | -1 | -3 | -2 | -4 | 3 | -3
52 | Cc1cccc(S(=O)(=O)Nc2nc3ccccc3nc2Nc2cccc(C(=O)O)c2)c1 | -3 | nt | 4 | -1 | -8 | -2 | 0 | -49

Along the list, quoted from above.
Entries 41–52 in ERAP1 inh: 3, 0, 3, nt, -1, 3, 1, -3, 1, nt, -4, -2
Entries 41–52 in RAD52 anneal inh: -27, 1, -11, nt, -9, -7, 2, -1, -12, nt, -3, -49
